# LmPK inh – blocks Leishmania mexicana pyruvate kinase activity | hit rate 0.37% among 290,000 | Potency, µM (series often up to 57.5 µM), inactives show top-dose activity change, negative = inhibition, hits mostly inhibitors | purified LmPK, Kinase-Glo ATP luminescence, 1 h; also: potency is read from the fitted curve at half-maximal effect
# Target sequence (Q27686 whole entry, looked up): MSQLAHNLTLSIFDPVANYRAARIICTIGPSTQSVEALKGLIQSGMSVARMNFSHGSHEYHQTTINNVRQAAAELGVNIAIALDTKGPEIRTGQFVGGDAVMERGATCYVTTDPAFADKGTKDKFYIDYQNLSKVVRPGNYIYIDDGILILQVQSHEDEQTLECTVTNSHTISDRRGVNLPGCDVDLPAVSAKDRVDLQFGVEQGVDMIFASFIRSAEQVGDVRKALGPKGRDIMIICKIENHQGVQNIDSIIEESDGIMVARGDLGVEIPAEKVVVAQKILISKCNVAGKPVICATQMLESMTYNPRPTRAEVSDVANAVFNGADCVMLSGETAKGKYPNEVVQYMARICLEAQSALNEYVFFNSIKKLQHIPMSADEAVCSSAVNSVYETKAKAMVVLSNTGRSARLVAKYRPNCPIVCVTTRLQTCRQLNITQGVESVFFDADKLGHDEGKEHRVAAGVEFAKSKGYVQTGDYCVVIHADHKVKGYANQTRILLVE
#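 Kinase-Glo luminescence read after 1 h RT reaction of 0.1 nM LmPK with 0.5 mM PEP and 0.1 mM ADP. Activity scaled between uninhibited and enzyme-free controls.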
# Sm TGR block – blocks Schistosoma mansoni thioredoxin glutathione reductase; Q962Y6; purified TGR, DTNB reduction, TNB absorbance 405 nm; Potency, µM (top dose mostly 114 µM), for inactives: at the highest dose activity change, negative = inhibition, most hits filed as inhibitors; hit rate 3% among 360,000; AID 485364; also: potency is read from the fitted curve at half-maximal effect; nearly all actives have a fitted effect of over 60% in size
#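 Kinetic colorimetric format: TGR-catalysed, NADPH-driven DTNB reduction monitored via TNB absorbance. Enzyme dispensed at 20 nM; compound exposure 15 min at room temperature before reaction start.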
# AMA1-RON2 inh – AMA1-RON2 (P. falciparum) interaction inhibition; hit rate 0.2% among 360,000; AlphaScreen AMA1-biotinylated RON2 peptide binding; Potency, µM (highest dose often 58.2 µM), for the others: at the top dose activity change, negative = inhibition, hits mostly inhibitors;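 also: potency is read from the fitted curve at half-maximal effect; 0% = vehicle wells and -100% = peptide control; nearly all actives have a fitted effect of over 45% in size; some results filed as inactive show a strong effect at the top dose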
#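 AMA1 (3D7) with his tag at 25 nM final met compounds first, then biotinylated RON2 peptide at 25 nM; detection used donor plus acceptor beads, 10 µg/mL apiece, read by AlphaScreen after 30 min at room temperature.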
# AmpC no deterg – AmpC beta-lactamase inhibition without detergent. Potency, µM (series often up to 57.1 µM), for inactives: at the top dose activity change, negative = inhibition, hits mostly inhibitors. AmpC nitrocefin hydrolysis, absorbance 480 nm, 0.0001% Triton. hit rate 0.52% among 330,000;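 also: potency is read from the fitted curve at half-maximal effect; plate controls were no compound for no effect and no enzyme for full effect; nearly all actives have a fitted effect of over 20% in size; some results filed as inactive show a strong effect at the top dose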
# Target sequence (P00811 whole entry, looked up): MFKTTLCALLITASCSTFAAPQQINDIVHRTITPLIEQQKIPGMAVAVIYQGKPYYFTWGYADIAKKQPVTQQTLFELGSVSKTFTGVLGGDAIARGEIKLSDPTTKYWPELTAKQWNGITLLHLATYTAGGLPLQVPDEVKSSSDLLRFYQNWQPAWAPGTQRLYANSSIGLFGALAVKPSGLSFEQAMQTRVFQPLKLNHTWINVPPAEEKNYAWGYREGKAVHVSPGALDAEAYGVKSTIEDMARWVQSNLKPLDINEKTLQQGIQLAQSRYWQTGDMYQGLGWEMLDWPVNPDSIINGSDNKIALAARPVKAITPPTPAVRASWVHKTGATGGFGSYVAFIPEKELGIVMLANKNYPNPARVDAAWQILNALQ
#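 20 mM phosphate pH 7.0 + 0.01% (detergent screen) or 0.0001% Triton X-100; 5.3 nM AmpC reagent; cpd preinc 15 min RT; nitrocefin (800 uM stock) to start; A480 q20 s × 4 min; Activity was normalised to no-enzyme and no-compound control wells.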
# TbPYK inhibitor – blocks Trypanosoma brucei pyruvate kinase; Potency, µM (highest dose often 76.8 µM), without a hit: top-dose activity, negative = inhibition, usual class: inhibitors; hit rate 0.12% among 410,000; Q57TT1; TbPYK enzyme, Kinase-Glo Plus ATP luminescence, 45 min; AID 624173; also: potency is read from the fitted curve at half-maximal effect; nearly all actives have a fitted effect of over 50% in size
#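 Glycolytic pyruvate kinase of T. brucei was incubated with substrate, test compound and 130 uM ADP for 45 minutes at room temperature. Luminescent Kinase-Glo Plus signal was measured after 10 minutes.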
# AmpC inh detg – blocks E. coli AmpC beta-lactamase in detergent assay. P00811. AmpC hydrolysis of nitrocefin, absorbance 480 nm, 0.01% Triton. Potency, µM (doses to about 114 µM), inactives show at the top dose activity change, negative = inhibition, usual class: inhibitors. hit rate 0.041% among 370,000;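 also: potency is read from the fitted curve at half-maximal effect; 0% = no-compound wells and -100% = no-enzyme wells; nearly all actives have a fitted effect of over 25% in size; some results filed as inactive show a strong effect at the top dose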
#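 AmpC (5.3 nM in the dispensed reagent) in 20 mM phosphate pH 7.0 with 0.01% (detergent screen) or 0.0001% Triton X-100 was preincubated with compounds for 15 min at room temperature. Nitrocefin was then added from an 800 uM solution, and hydrolysis was followed at 480 nm.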
# HCMV antiviral – human cytomegalovirus inhibition. hit rate 4.5% among 410,000. activity change, negative = inhibition, % at 57.5 µM. AID 1259415. HFF cells, HCMV-luciferase reporter, 72 h; hits give low values; in the data active = activity change below about -60%; inconclusive = no clear call, values can overlap the other calls; inactive = above about -39%
#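 Compounds were evaluated in HFFs infected with an HCMV luciferase reporter virus (MOI 1 PFU/cell). Luciferase in lysates collected 72 h post infection served as the replication measure.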
# The depositor's hits bear a star; ? = inconclusive; · = not tested or not shown; & = joins results of further samples; [ ] = dose if it differs, or a comment. Unless noted, calls follow the shape of the dose curve; as a rule, active = well fitted curve in the direction sought with a large enough effect; inconclusive = small, poorly fitted or top-dose-only effect, or another doubt; inactive = no such curve, though single readings can be large; an effect the other way counts as inactive or inconclusive. Unless noted, % is scaled to controls: 0 for no effect and ±100 for the full control effect.
1	COCCC(=O)N1CCC(Oc2ccc(C(=O)N3CCCCC3COC)cc2)CC1 (stereo not given)
2	Cc1ccc(S(=O)(=O)Nc2c(C)cc(C)nc2Cl)cc1
3	COc1cc(/C=N/NC(=O)c2ccccc2)ccc1OS(=O)(=O)c1ccccc1
4	COc1ccc2nc(Nc3nc(CSc4nnc(C)s4)cc(=O)[nH]3)nc(C)c2c1
5	CCc1ccccc1NC(=O)Cn1nnc(C(=O)NCc2cccs2)c1N
6	Cc1cc(C)c(NC(=O)CN2CCN(C)CC2)c(C)c1
7	CCOc1ccc(CN2CCNC(=O)C2CC(=O)NC2CCCCCC2)cc1 (stereo not given)
8	CCOc1ccc(NC(=O)CC2C(=O)N(c3ccccc3)C(=O)N2Cc2ccco2)cc1 (stereo not given)
entry no.,1,2,3,4,5,6,7,8
LmPK inh,6.4%,5.7%,-3.2%,3.4%,1.9%,9.2%,-0.9%,-0.4%
Sm TGR block,11.3%,0.5%,3.9%,2.0%,-11.3%&-14.3%,-9.3%,?,44.7µM*
AMA1-RON2 inh,-3.3%,12.3%,-3.1%,·,16.4%,0.3%,13.0%,-5.3%
AmpC no deterg,28.4%,-35.6%,4.2%,-23.9%,-21.0%,-0.3%,33.7%,-22.3%
TbPYK inhibitor,-1.1%,7.2%,0.4%,·,3.4%&-0.7%,-1.9%,-4.4%,-1.5%
AmpC inh detg,1.4%,-8.8%,-12.7%,-13.5%,-13.1%&-0.3%,?,?,-5.6%
HCMV antiviral,-27.0,-38.9,-32.1,·,-18.6&10.0,7.6,-15.9,-21.6

9	COc1ccc2c(c1)CC/C(=C\C=C\c1ccccc1)C2=O
10	COc1ccc(/C=C2\CCC(C3CCCC3)C2=O)cc1 (stereo not given)
11	CC(C)C(=O)c1cn(Cc2ccc(C#N)cc2)c2ccccc12
12	Cc1cc(C)n2ncc(C(=O)NCc3ccc(Cl)cc3)c2n1
13	CCOC(=O)c1ccc(NC(=O)CCS(=O)(=O)c2ccc(Br)s2)cc1
14	Cc1cc(C)c[n+](-c2nc3ccccc3nc2[N-]S(=O)(=O)c2ccc(Cl)cc2)c1
15	COc1ccc(S(=O)(=O)N2CCC(C(=O)N[C@@H](C)C(=O)NCc3ccccn3)CC2)cc1
16	CCc1ccc(NC(=O)c2cc3c(=O)n(Cc4cccs4)ccc3nc2C)cc1
entry no.,9,10,11,12,13,14,15,16
LmPK inh,3.4%,-2.8%,-3.5%,5.9%,4.3%,0.3%,·,·
Sm TGR block,44.7µM*,-0.2%,0.5%,7.8%,11.2µM*,2.0%,·,8.6%
AMA1-RON2 inh,-17.6%,-2.7%,32.2%[activator],-5.4%,4.2%,-3.2%,-3.7%,·
AmpC no deterg,-57.8%,-10.9%,-19.5%,18.4%,-33.2%,167.1%[activator],·,·
TbPYK inhibitor,-5.5%,-3.1%,0.1%,0.0%,0.1%,-4.8%,-14.5%,5.8%
AmpC inh detg,-6.6%,-4.6%,-1.1%,10.6%,-3.6%,3.0%,·,12.0%
HCMV antiviral,-10.0,-10.2,-15.7,33.3,-10.3,-32.3,5.3,-20.9

# A different layout for two compounds above:
9: COc1ccc2c(c1)CC/C(=C\C=C\c1ccccc1)C2=O
  LmPK inh: 3.4% | Sm TGR block: 44.7µM* | AMA1-RON2 inh: -17.6% | AmpC no deterg: -57.8% | TbPYK inhibitor: -5.5% | AmpC inh detg: -6.6% | HCMV antiviral: -10.0

10: COc1ccc(/C=C2\CCC(C3CCCC3)C2=O)cc1 (stereo not given)
  LmPK inh: -2.8% | Sm TGR block: -0.2% | AMA1-RON2 inh: -2.7% | AmpC no deterg: -10.9% | TbPYK inhibitor: -3.1% | AmpC inh detg: -4.6% | HCMV antiviral: -10.2

# New compounds follow
17	Cc1cccc(C)c1NC(=O)CSc1nnc(-c2ccoc2C)n1C
18	Cc1ccc(NC(=O)c2ccc(F)c(S(=O)(=O)N3CCOCC3)c2)cc1F
19	CCCCOc1ccc(C(=O)N2CC(C)OC(C)C2)cc1 (stereo not given)
20	COc1cc(C=Nc2cccc([N+](=O)[O-])c2C)ccc1OC(C)=O
21	CC(C)(C)SCCNC(=O)/C=C/c1ccc([N+](=O)[O-])cc1
22	O=C(Cc1ccc([N+](=O)[O-])cc1)N1CCCCCC1
23	Cc1cc(F)ccc1NCc1cccnc1
24	Cn1c(N)c(C(=O)COC(=O)c2ccc(-c3ccccc3)cc2)c(=O)n(C)c1=O
entry no.,17,18,19,20,21,22,23,24
LmPK inh,0.1%,4.0%,0.8%,2.5%,0.1%,-7.5%[11.5 µM],-0.9%,·
Sm TGR block,?,0.0%,-5.2%,-0.2%,-6.0%,-0.5%,-2.1%,·
AMA1-RON2 inh,15.3%,-0.8%,-21.0%,0.5%,2.1%,-3.0%,-28.7%,2.8%
AmpC no deterg,9.6%,-13.2%,15.1%,-13.8%,-13.8%,-25.9%,-8.3%,-22.2%
TbPYK inhibitor,3.0%,-0.2%,1.8%,-7.0%,4.5%,6.3%,2.4%,7.2%
AmpC inh detg,-13.9%,-12.9%,2.1%,1.5%,-11.9%,3.5%,1.0%,·
HCMV antiviral,12.5,-68.6*,-4.5,11.1,-3.8,-7.3,-4.9,-0.7

# Taken from above.
# Cc1cccc(C)c1NC(=O)CSc1nnc(-c2ccoc2C)n1C @ AmpC inh detg = -13.9%
# Cc1cc(F)ccc1NCc1cccnc1 @ AmpC no deterg = -8.3%
# COc1cc(C=Nc2cccc([N+](=O)[O-])c2C)ccc1OC(C)=O @ AmpC inh detg = 1.5%
# CC(C)(C)SCCNC(=O)/C=C/c1ccc([N+](=O)[O-])cc1 @ AMA1-RON2 inh = 2.1%
# CCCCOc1ccc(C(=O)N2CC(C)OC(C)C2)cc1 (stereo not given) @ AmpC inh detg = 2.1%
# O=C(Cc1ccc([N+](=O)[O-])cc1)N1CCCCCC1 @ HCMV antiviral = -7.3

# (list continues)
25	O=C1NC[C@@H](CCCCN2CCN(Cc3ccccc3)C(=O)C2=O)N(CCC2CCCCC2)C1=O
26	CCc1ccc(C(=O)c2oc3nc(C)cc(C)c3c2N)cc1
27	COc1ccc(CCN2C(=O)NC(NS(=O)(=O)c3ccc(N)cc3)(C(F)(F)F)C2=O)cc1OC (stereo not given)
28	Cc1ccc(NC(=O)CN2C(=O)NC3(CCC(C)CC3)C2=O)c(Cl)c1 (stereo not given)
29	Cc1ccc(O)c(NC(=S)NC(=O)c2ccc(-c3ccc(Cl)cc3)o2)c1
30	CCc1ccccc1N1C(=O)N(CC(=O)c2ccc(Cl)cc2)c2ccccc2S1(=O)=O
31	O=C(COC(=O)COc1cccc2ccccc12)NCC(F)(F)F
32	O=C(CN(CC1CCCO1)C(=O)CCC(=O)Nc1ccccn1)NCc1ccccc1 (stereo not given)
entry no.,25,26,27,28,29,30,31,32
LmPK inh,·,-2.3%,0.4%,-7.4%,·,·,5.0%,-0.6%
Sm TGR block,·,1.7%,-13.2%,-5.3%,·,20.5%,-1.9%,3.4%
AMA1-RON2 inh,-0.1%,2.4%,14.3%[2.32 µM],-2.8%,58.6%[activator],·,-12.9%,0.0%
AmpC no deterg,·,-6.8%,-27.8%,-0.4%,·,·,-10.9%,-11.0%
TbPYK inhibitor,0.2%,-5.1%,-5.2%,0.3%,-0.7%,8.0%,-21.8%,0.3%
AmpC inh detg,·,-10.4%,-7.3%,?,·,10.5%,-12.8%,?
HCMV antiviral,-0.3,86.4,?,35.8,32.9,-31.1,-38.0,18.7

33	CCc1ccc(CN(C(=O)c2cccs2)C2CCS(=O)(=O)C2)cc1 (stereo not given)
34	Cc1cc(=O)oc2cc(OC(C(=O)O)c3ccccc3)ccc12 (stereo not given)
35	COc1cc(/C=C/C(=O)O)cc(S(=O)(=O)NNC(=O)c2cc(C)oc2C)c1OC
36	CN(C)c1cccc(C(=O)N2CCCC(C(=O)c3cc(F)ccc3F)C2)c1 (stereo not given)
37	Cc1ccc(-n2nnnc2Sc2nc([N+](=O)[O-])nn2C)c(C)c1
38	COc1ccc(CCN2C(=O)COc3ccccc3C2C(=O)Nc2c(C)cccc2C)cc1OC (stereo not given)
39	CC(=O)Nc1ccc(NC(=O)CSc2nnc3ccc(-c4cccnc4)nn23)cc1
40	CC(C)C[C@H]1CNC(=O)C(=O)N1C[C@H]1CCCN1C[C@H](CC(C)C)N1C[C@H](Cc2ccccc2)N(CCc2ccccc2)C(=O)C1=O
entry no.,33,34,35,36,37,38,39,40
LmPK inh,0.7%,-7.5%,·,-5.3%,·,·,·,·
Sm TGR block,-13.0%,-24.1%,·,8.9%,·,·,-1.0%,·
AMA1-RON2 inh,-0.5%,-24.3%,11.7%,?,0.0%,-7.7%,0.8%,20.7%
AmpC no deterg,26.9%,-7.6%,-16.4%,10.1%,·,·,-21.3%,·
TbPYK inhibitor,3.0%,2.7%,-12.8%,0.1%,-0.2%,2.1%,-15.6%,4.4%
AmpC inh detg,-4.0%,-10.5%,·,1.3%,·,·,-11.3%,·
HCMV antiviral,?,-26.5,45.5,-2.2,-70.1*,25.7,-25.3,7.0

41	Cc1nsc2nc3c(F)c(F)c(F)c(F)c3cc12
42	COc1ccc(C(=O)N/C(=C\c2ccco2)C(=O)NCCN2CCOCC2)cc1
43	Cc1ccc2c(c1)N(C(=O)CCC(=O)N1CCC3(CC1)OCCO3)CC(C)O2 (stereo not given)
44	COc1ccc(NC(=O)C(c2ccc(OC)cc2)N(Cc2ccco2)C(=O)CC2NC(=O)NC2=O)cc1 (stereo not given)
45	COc1cc(-c2coc3c(C(=O)NCc4ccccc4)cccc23)ccc1O
46	CC(C)CN(C(=O)CN1CCN(S(=O)(=O)c2ccc3ccccc3c2)CC1)c1c(N)n(CC(C)C)c(=O)[nH]c1=O
47	COc1ccccc1C(=O)OCC(=O)Nc1ccccc1OC(F)F
48	CCSc1nnc(NC(=O)CSc2nnc(Cc3cccn3C)n2-c2ccc(F)cc2)s1
entry no.,41,42,43,44,45,46,47,48
LmPK inh,0.7%,1.9%,-10.2%,10.3%,·,4.5%,-1.9%,4.9%
Sm TGR block,-23.7%,7.9%,0.0%,-22.7%,·,-7.0%,-3.6%,-20.7%
AMA1-RON2 inh,8.4%,-10.6%,4.1%,-0.2%,-12.4%,15.2%,3.8%,-0.7%
AmpC no deterg,-17.4%,6.1%,35.3%,26.5%,·,46.6%,-15.4%,13.7%
TbPYK inhibitor,-15.1%,0.6%,3.5%,-0.2%,1.8%,-6.4%,2.4%,-0.6%
AmpC inh detg,-10.4%,7.7%,-7.5%,4.4%,·,-0.7%,-11.7%,-5.5%
HCMV antiviral,37.4,·,-7.4,-10.5,61.1,?,8.5,40.5

# Assay outcomes from PubChem BioAssay.
